Screening data from PubChem BioAssay.
Anesthetic bind – qHTS Assay for Identification of Novel General Anesthetics | Potency, µM (highest dose often 77.5 µM), for the others: at the top dose activity change, negative = displacement, hits mostly inhibitors | apoferritin/1-aminoanthracene competitive binding, fluorescence | hit rate 0.074% among 350,000; also: potency is read from the fitted curve at half-maximal effect; % is scaled to controls: 0 for no effect and ±100 for the full control effect; nearly all actives have a fitted effect of over 20% in size
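Read-out: endpoint 1-AMA fluorescence, excitation 380 nm and emission 535 nm, after compounds sit 10 min at room temperature with 10 uM horse-spleen apoferritin in 50% saturated 1-AMA/PBS. Values come from four-parameter Hill fits.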
ERG Ets-DNA blk – qHTS for Small Molecule Inhibitors of the ERG Ets/DNA interaction. AID 624246, 2012. hit rate 0.028% among 370,000. Transcriptional regulator ERG (Homo sapiens), P11308. fluorescence polarization, His-ERG Ets domain / labelled DNA. Potency, µM (highest dose often 76.9 µM), without a hit: top-dose FP activity, negative = inhibition, usual class: inhibitors; active = well fitted inhibition curve with a large enough effect in the polarisation, with a control signal flat; inconclusive = small, poorly fitted or top-dose-only effect, or effect the other way, or a change in a side signal; inactive = no such curve, though single readings can be large or run the other way; the % refers to the polarisation;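 also: polarization taken with two DNA probes labelled with fluorescein and Texas red; potency is read from the fitted curve at half-maximal effect; % of control where 0% means no effect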
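His-tagged ERG Ets domain (1 uM in the protein solution; 300mM KCl, 50mM Tris-HCl, 1mM EDTA, 1mM DTT, pH 7.5) received compound, then a probe mix of 5 nM fluorescein-DNA and 100nM Texas-615-DNA. Fluorescence polarization was read for both dyes.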
TRHR ag – qHTS for Small Molecule Agonists and Allosteric Enhancers of Human TRH Receptor: Primary Screen for Agonists; activation, % at 2 µM; Thyrotropin-releasing hormone receptor (Homo sapiens), P34981; TRHR cells, calcium flux fluo-8, FDSS agonist mode; AID 493084, 2011; hit rate 0.18% among 360,000; in the data active = activation above about 30%; also: 0% is about no effect
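Agonist-mode FDSS calcium read (Ex 480/Em 530, 1 s cycles) in 1536-well TRHR cells with fluo-8 dye, after 10-cycle baseline and 23 nL compound addition; TRH at EC20 (10 nM final) added afterwards for the enhancer phase.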
POLK inh – qHTS for Inhibitors of Polymerase Kappa; hit rate 0.53% among 400,000; AID 588579, 2011; purified Pol kappa, fluorescent DNA synthesis assay, 10 min; Potency, µM (highest dose often 107 µM), without a hit: top-dose activity, negative = inhibition, usual class: inhibitors; DNA polymerase kappa (Homo sapiens), Q9UBT6; also: potency is read from the fitted curve at half-maximal effect; % is scaled to controls: 0 for no effect and ±100 for the full control effect
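Here, compound and 10 nM enzyme are combined for 15 min at room temperature; adding 50 nM substrate (final) starts DNA synthesis, tracked by fluorescence at 0 and 10 min against buffer-only wells.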
APEX1 inh – qHTS Assay for Inhibitors of the Human Apurinic/apyrimidinic Endonuclease 1 (APE1) | recombinant APE1, TAMRA/BHQ-2 abasic DNA cleavage fluorescence | Potency, µM (series often up to 65.8 µM), for inactives: at the highest dose activity change, negative = inhibition, actives largely listed as inhibitors | hit rate 0.35% among 350,000 | AID 2517, 2012;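 also: potency is read from the fitted curve at half-maximal effect; plate controls were vehicle for no effect and reference inhibitor for full effect; nearly all actives have a fitted effect of over 55% in size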
Target sequence (P27695 whole entry, looked up): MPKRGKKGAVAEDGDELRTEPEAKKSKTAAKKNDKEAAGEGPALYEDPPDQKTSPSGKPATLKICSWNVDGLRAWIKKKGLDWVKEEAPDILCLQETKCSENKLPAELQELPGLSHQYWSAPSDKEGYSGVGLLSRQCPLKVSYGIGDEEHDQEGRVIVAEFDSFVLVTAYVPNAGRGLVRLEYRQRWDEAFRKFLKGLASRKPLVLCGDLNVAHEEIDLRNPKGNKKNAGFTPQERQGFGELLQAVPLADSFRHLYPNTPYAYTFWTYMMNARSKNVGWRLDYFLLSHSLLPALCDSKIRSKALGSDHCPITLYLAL
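Endonuclease cleavage of a quenched abasic-site DNA duplex (50 nM) by APE1 (0.75 nM) was tracked by TAMRA dequenching. Compounds were preincubated with enzyme 15 min at room temperature; data normalized to buffer-only and DMSO wells plus NSC13755 control.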
BLM helicase inh – qHTS Assay for Inhibitors of Bloom's syndrome helicase (BLM); recombinant BLM DNA unwinding, fluorescence dequenching; Potency, µM (doses to about 56.1 µM), without a hit: at the top dose activity change, negative = inhibition, actives largely listed as inhibitors; hit rate 0.2% among 350,000;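 also: potency is read from the fitted curve at half-maximal effect; plate controls were vehicle for no effect and no enzyme for full effect; nearly all actives have a fitted effect of over 35% in size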
Pol beta inh – qHTS Assay for Inhibitors of DNA Polymerase Beta. Potency, µM (series often up to 114 µM), inactives show at the top dose activity change, negative = inhibition, hits mostly inhibitors. AID 485314, 2010. Pol beta primer extension/strand displacement, fluorescence kinetic. hit rate 1.3% among 340,000. P06746; also: potency is read from the fitted curve at half-maximal effect; % is scaled to controls: 0 for no effect and ±100 for the full control effect
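Curves were derived by four-parameter Hill fits of normalized qHTS data. The kinetic fluorescent primer-extension read was taken at 0 and 10 min after 50 nM substrate, following a 15 min room-temperature preincubation of 10 nM enzyme with compounds.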
Pol iota inh – qHTS for Inhibitors of Polymerase Iota; DNA polymerase iota (Homo sapiens), Q9UNA4; Pol iota fluorescent replication assay, 10 min; Potency, µM (series often up to 115 µM), for inactives: at the highest dose activity, negative = inhibition, hits mostly inhibitors; hit rate 1% among 390,000; AID 588590, 2011; also: potency is read from the fitted curve at half-maximal effect
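Fluorescent replication assay read twice, at 0 min and 10 min after adding 50 nM (final) substrate. Enzyme (10 nM) and compounds were first incubated 15 min at room temperature; enzyme-free buffer wells were negative controls.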
ALOX12 inh – Primary qHTS assay for inhibitors of human arachidonate 12S-lipoxygenase (ALOX12): Round 2; purified 12hLO, xylenol orange hydroperoxide absorbance; Polyunsaturated fatty acid lipoxygenase ALOX12 (Homo sapiens), P18054; hit rate 1.1% among 580,000; Potency, µM (top dose mostly 108 µM), without a hit: at the top dose activity change, negative = inhibition, actives largely listed as inhibitors; also: potency is read from the fitted curve at half-maximal effect; % is scaled to controls: 0 for no effect and ±100 for the full control effect
Target sequence (P18054 whole entry, looked up): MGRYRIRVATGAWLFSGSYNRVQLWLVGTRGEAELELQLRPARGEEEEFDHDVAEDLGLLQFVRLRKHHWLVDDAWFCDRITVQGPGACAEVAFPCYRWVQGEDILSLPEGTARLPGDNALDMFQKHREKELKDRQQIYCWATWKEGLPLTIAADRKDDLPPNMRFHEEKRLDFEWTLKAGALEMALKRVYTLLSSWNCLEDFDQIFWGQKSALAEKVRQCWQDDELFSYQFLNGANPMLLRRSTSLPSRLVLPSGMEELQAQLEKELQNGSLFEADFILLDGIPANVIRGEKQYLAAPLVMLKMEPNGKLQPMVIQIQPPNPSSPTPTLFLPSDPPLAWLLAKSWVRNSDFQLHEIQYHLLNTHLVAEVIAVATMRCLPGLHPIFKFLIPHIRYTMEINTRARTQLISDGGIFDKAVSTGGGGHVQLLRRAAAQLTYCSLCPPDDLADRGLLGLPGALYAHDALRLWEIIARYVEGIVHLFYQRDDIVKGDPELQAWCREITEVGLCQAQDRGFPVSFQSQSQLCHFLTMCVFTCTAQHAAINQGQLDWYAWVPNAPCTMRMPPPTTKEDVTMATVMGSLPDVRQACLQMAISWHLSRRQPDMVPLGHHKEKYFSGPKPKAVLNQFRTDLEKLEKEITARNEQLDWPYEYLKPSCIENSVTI
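Hydroperoxide product was detected by ferrous iron/xylenol orange as the 573 to 405 nm absorbance ratio. Arachidonic acid at 40 uM (final) was turned over for 30 min at room temperature by 150 nM human 12hLO, pH 7.0 Hepes buffer, after 15 min compound preincubation.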
* = called active by the depositor; i = inactive; u = inconclusive; x = not tested or not shown; & = joins results of further samples; [ ] = dose if it differs, or a comment. Unless noted, calls follow the shape of the dose curve; as a rule, active = well fitted curve in the direction sought with a large enough effect; inconclusive = small, poorly fitted or top-dose-only effect, or another doubt; inactive = no such curve, though single readings can be large; an effect the other way counts as inactive or inconclusive. Not all compounds are listed. The share of hits here may be higher or lower than overall.

SMILES | Anesthetic bind | ERG Ets-DNA blk | TRHR ag | POLK inh | APEX1 inh | BLM helicase inh | Pol beta inh | Pol iota inh | ALOX12 inh
CS(=O)(=O)c1ccc2c(c1)SC1=NC(=O)/C(=C/c3ccco3)C(=N)N12 | u | 25% | 2.8 | 35µM* | u | u | 32µM* | 14µM* | u
Cc1onc(-c2ccccc2)c1C(=O)n1cc(Br)cn1 | -3% | -9% | -0.4 | -1% | -1% | 3% | 3% | 17% | -3%
CC(C)c1ccc(NC(=O)N(CCc2nc3ccccc3[nH]2)C2CCCC2)cc1 | -23% | 8% | -0.3 | -9% | -6% | -1% | 4% | 12% | 0%
CC(=O)c1cccc(NC(=O)c2cnccn2)c1 | -6% | -5% | 0.2 | 5% | 35% | -2% | -21% | 43%[activator] | 0%
CCOc1ccc(CCNC(=O)Cn2nnc(-c3ccccc3Cl)n2)cc1OCC | -15% | 0% | -4.4 | -2% | x | 1% | 39%[activator] | 19% | -6%
CCCCn1c(N)c(N(CCOC)C(=O)c2ccc(-c3ccccc3)cc2)c(=O)[nH]c1=O | x | 10% | 0.1 | -3% | 5% | x | x | 8% | -24%
Cc1cc(=O)[nH]c(SCC(=O)N2CCCCCC2)n1 | u | -8% | 0.6 | 1% | -8% | -1% | -13% | 2% | 1%
COc1ccc(CCNC(=O)c2ccc(CS(=O)(=O)c3ccc(C)cc3)o2)cc1OC | -4%&-9% | 5%&-23% | -0.9&-0.2 | u | -6% | -4%&-6% | u | -24%&-23% | u
COc1ccccc1CNc1ccnc(-c2ccc3c(c2)OCO3)n1 | -6% | x | x | -11%[60.1 µM] | -6% | -8% | x | x | u
CCOC(=O)c1c(C)n(CC)c2ccc(OC(=O)c3ccc([N+](=O)[O-])cc3)cc12 | 4% | 3% | 0.1 | -6% | 3% | -6% | -21% | -3% | 5%
CN(C)C(=O)c1ccc(-c2cc(C(F)(F)F)n(C)n2)s1 | 3% | -2% | -0.3 | -1% | 3% | -1% | -18% | 157%[activator] | 62%[activator]
CC(C)c1cc(-c2nc(-c3ccccc3)no2)n[nH]1 | -8% | 3% | 0.6 | -2% | x | -4% | 13% | 15% | -16%
Cc1ccc(C2(c3ccc(C)cc3)NC(=O)N(CC(N)=O)C2=O)cc1 | -10% | 2% | 1.0 | -2% | 5% | -4% | -19% | 53%[activator] | -12%
O=C(Nc1nccs1)C1(S(=O)(=O)c2ccc(Cl)cc2)CC1 | -8% | 0% | -0.1 | -3% | -5% | -2% | 12% | -3%[58.9 µM] | 10%
COc1ccc(C(=O)Nc2nc(-c3ccc(S(=O)(=O)N4CCOCC4)cc3)cs2)cc1 | -16% | 10% | 0.4 | -6% | 0% | -5% | 2% | 18% | 0%
Cc1cc(C(=O)N2CCN(c3ccc([N+](=O)[O-])cc3)CC2)co1 | -23% | -2% | -0.9 | -12% | 9% | -5% | 19% | -4% | 4%
Cc1nonc1-c1ccc2c(c1)OCO2 | -10% | -9% | -1.7 | 11% | -1% | 1% | 10% | -11% | 0%
O=C(NCc1ccc(C(=O)O)cc1)OCc1ccccc1 | -4% | -3% | -0.1 | -5% | 3% | -6% | -16% | 3% | 0%
Cc1[nH]n(C(N)=S)c(=O)c1N=Nc1cc(C(F)(F)F)ccc1Cl | -4% | -7% | 1.1 | -12% | 11% | -10% | 10% | 97%[activator] | 0%
Nc1ncnc2c1nc(Sc1ccc(Cl)cc1)n2[C@@H]1O[C@@H]2COP(=O)(O)O[C@H]2[C@H]1O | x | 0% | x | -19% | x | x | x | -21% | 9%
COc1ccc(C(=O)Nc2cnc(NC(=O)c3cccs3)cc2C)cc1 | -7% | 13% | -1.0 | -1% | 76%[activator] | -7% | 1% | 38%[activator] | -18%
O=C(N/N=C/c1cccc2ccccc12)c1cc2ccccc2o1 | -16% | 10% | 0.1 | 0% | -8% | 0% | u | -11% | 0%
O=S(=O)(c1ccc(Br)cc1)N1CCCN(Cc2ccccc2F)CC1 | -11% | 0% | -1.0 | -9% | -6% | -10% | -23% | 7% | -15%
CCOC(=O)C(c1ccccc1)N1CCN(c2ccc(OC)cc2)CC1 (stereo not drawn) | -12% | -1% | -0.7 | -4% | -6% | -3% | -6% | u | -18%
CC(C)=CCC/C(C)=C/CNC(=O)C[C@H]1C[C@H](C(=O)N2CCOCC2)[C@@]2(CCC3CCCC3)c3[nH]c4cc(CCC(=O)N(C)C)ccc4c3CCN2C1=O | x | -15% | x | -1% | -3% | x | x | 8% | u

A different layout for part of the listing above.
molecule	Anesthetic bind	ERG Ets-DNA blk	TRHR ag	POLK inh	APEX1 inh	BLM helicase inh	Pol beta inh	Pol iota inh	ALOX12 inh
Cc1[nH]n(C(N)=S)c(=O)c1N=Nc1cc(C(F)(F)F)ccc1Cl	-4%	-7%	1.1	-12%	11%	-10%	10%	97%[activator]	0%
Nc1ncnc2c1nc(Sc1ccc(Cl)cc1)n2[C@@H]1O[C@@H]2COP(=O)(O)O[C@H]2[C@H]1O	x	0%	x	-19%	x	x	x	-21%	9%
COc1ccc(C(=O)Nc2cnc(NC(=O)c3cccs3)cc2C)cc1	-7%	13%	-1.0	-1%	76%[activator]	-7%	1%	38%[activator]	-18%
O=C(N/N=C/c1cccc2ccccc12)c1cc2ccccc2o1	-16%	10%	0.1	0%	-8%	0%	u	-11%	0%
O=S(=O)(c1ccc(Br)cc1)N1CCCN(Cc2ccccc2F)CC1	-11%	0%	-1.0	-9%	-6%	-10%	-23%	7%	-15%
CCOC(=O)C(c1ccccc1)N1CCN(c2ccc(OC)cc2)CC1 (stereo not drawn)	-12%	-1%	-0.7	-4%	-6%	-3%	-6%	u	-18%
CC(C)=CCC/C(C)=C/CNC(=O)C[C@H]1C[C@H](C(=O)N2CCOCC2)[C@@]2(CCC3CCCC3)c3[nH]c4cc(CCC(=O)N(C)C)ccc4c3CCN2C1=O	x	-15%	x	-1%	-3%	x	x	8%	u

The listing continues:
SMILES | Anesthetic bind | ERG Ets-DNA blk | TRHR ag | POLK inh | APEX1 inh | BLM helicase inh | Pol beta inh | Pol iota inh | ALOX12 inh
O=C(Cn1nc(-c2ccc(Cl)cc2)ccc1=O)NCc1ccc2c(c1)OCO2 | u | -5% | -0.5 | -11% | -3% | -1% | 22% | -11% | 2%
Cc1c(CCC(=O)NC2CC2)c(=O)oc2cc(O)ccc12 | 840%[activator] | -5% | -0.3 | 5% | 8% | -2% | 25% | -14% | -1%
O=C(Cn1cccn1)N1CCCC(Nc2ccc(F)c(F)c2)C1 (stereo not drawn) | -5% | 6% | -0.5 | -4% | 49%[activator] | -1% | 13% | -11% | -6%
O=C(Cn1cnc2ccccc21)Nc1ccc(F)c(F)c1 | -3% | -2% | 0.5 | -4% | -7% | -3% | 1% | 0% | -11%
O=C(Nc1cccc(C(=O)O)c1)/C(=C\c1ccc(F)cc1)NC(=O)c1ccco1 | 2% | 0% | 0.6 | 0% | -16% | -4% | 6% | 99%[activator] | 1%
Cc1ccc(Cl)cc1NC(=O)Nc1nnc(N(C)Cc2ccccc2)s1 | 3% | 0% | 0.0 | -8% | x | -10% | 17% | 7% | -18%
Cc1ccccc1-n1nnnc1SCc1cc(=O)n2ccsc2n1 | -20% | 0% | -1.7 | 2% | -6% | -5% | 0% | 11% | x
O=C(Nc1ccc(N2CCC(N3CCCCC3)CC2)c(C(=O)O)c1)c1ccccc1 | 1% | 6% | 0.2 | -8%[60.1 µM] | x | 3% | 1% | 8% | u
COc1ccccc1CNC(=O)C(CC(C)C)NC(=O)C1CCC(C)CC1 (stereo not drawn) | -3% | 1% | 1.7 | 5% | 8% | -2% | 9% | 2% | 5%
O=C(NC1CCCC1)C(c1ccncc1)N(CCCN1CCOCC1)C(=O)c1ccc(-c2ccccc2)[nH]1 (stereo not drawn) | -8% | 2% | -0.4 | -3% | -2% | 3% | 20% | 8% | 2%
Cc1cc(NC(=O)c2ccccc2-c2ccccc2C(=O)O)no1 | 6% | -1% | 0.0 | -14% | 3% | 3% | -19% | -4% | 19%
CCN(CC)C(=O)CSc1nnc(-c2ccco2)o1 | 5% | 0% | 1.0 | 2% | 16% | -2% | 1% | u | 0%
Cc1cc(C(=O)OCC(=O)N2CCC(C)CC2)c2ccccc2n1 | x | 3% | x | -1% | 2% | x | x | -6% | -4%&-31%
Cc1ccc(CN(C(=O)COc2cccc(C)c2C)C2CCS(=O)(=O)C2)o1 (stereo not drawn) | -9% | 4% | -0.5 | -6% | 24% | -1% | -2% | 8% | i
COc1cc(C=O)ccc1OCC(=O)Nc1ccc2c(c1)OCO2 | -8% | 1% | 0.2 | -4% | 8% | -2% | -3% | 6% | 24%
COC(=O)c1ccc(COc2ccc(NC(C)=O)cc2)o1 | -6% | -1% | 0.6 | -6% | -1% | -2% | -25% | 12%[58.9 µM] | -23%
N#CC(C#N)=CN=c1ccn(Cc2ccc(Cl)cc2Cl)cc1 | -2% | -8% | -2.2 | -12% | 8% | -3% | -2% | 20% | 8%
